G6PDH CS: L. mesenteroides G6PDH inhibitors, counter-screen for G6PDH-coupled screening assays, biochemical, Leuconostoc mesenteroides enzyme; actives 0.12% (n = 200,000); Purified L. mesenteroides G6PDH, diaphorase/resazurin coupled fluorescence, 45 min; inhibition, % at 5 µM; glucose-6-phosphate dehydrogenase [Leuconostoc mesenteroides]; in the data active = inhibition above about 50%
APP transl inh: inhibitors of APP translation via 5'UTR reporter, primary screen, APP 5'UTR luciferase, SH-SY5Y cells; SH-SY5Y APP 5'UTR-luciferase reporter, luminescence; AID 1285, 2008; actives 0.82% (n = 190,000); inhibition, % at 2 µM;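 active = inhibition above a set limit, derived from the sample mean plus 3 SD, cut at about 45% in these data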; also: values of inactives mirror those of a sister screen read the other way
NF-kB neuron act: activators of NF-kB expression in neurons, primary screen, cell-based, HTS. AID 1239, 2008. human neuronal cells, NF-kB reporter expression; hits give high values. fold change at 12.5 µM. actives 1.6% (n = 190,000); in the data active = fold change above about 3.3
DTT redox prof: compounds producing H2O2 with reducing agent – biochemical, NIH compound library profiling, artefact control for MLSCN library redox annotation, primary screen. DTT-dependent redox cycling H2O2, phenol red/HRP absorbance; 100% = 100 µM peroxide control, 0% = buffer. actives 0.03% (n = 200,000). activation, % at 10 µM;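 active = activation of at least 50% relative to the plate's high and low controls in the primary single-dose screen; inactive = activation below 50%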;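 also: compound incubated with DTT at 0.8 mM final as the reducing agent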
HMGR II inh: inhibitors of E. faecalis class II HMGR, primary screen, biochemical, Enterococcus faecalis | HMG-CoA reductase (Enterococcus faecalis, mvaE) | purified E. faecalis HMGR, NADPH absorbance 340 nm kinetic | inhibition, % at 10 µM | actives 0.41% (n = 190,000);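 active = inhibition above a set limit, the median over all tested compounds plus 3 SD, cut at about 9.5% in these data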;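 also: enzyme runs in reverse so mevalonate oxidation gives rising NADPH absorbance; 0% = complete reaction with DMSO and 100% = background rate lacking mevalonate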
APP 5'UTR act: activators of APP 5'UTR luciferase reporter, primary screen, SH-SY5Y cells. AID 1276, 2008. SH-SY5Y APP 5'UTR luciferase reporter, luminescence; zero percent = DMSO vehicle wells. activation, % at 2 µM. actives 1% (n = 190,000);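 active = activation above a set limit, based on mean plus 3 SD of controls, cut at about 140% in these data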; also: values of inactives mirror those of a sister screen read the other way
FLuc act counter: FLuc activators, initial screening, artefact control for FLuc-dependent activation tests, biochemical, ATPlite luminescence. Luciferin 4-monooxygenase (Photinus pyralis), P08659. ATPlite luciferase biochemical, 10 min; 0 = ATP-free wells, 1 = DMSO control. activation factor at 10 µM. 200,000 tested, under 10 active. AID 1027, 2008;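 active = luciferase activation factor, scaled between plate controls, of at least 2 with compound at 10 µM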
Target sequence (P08659 whole entry, looked up): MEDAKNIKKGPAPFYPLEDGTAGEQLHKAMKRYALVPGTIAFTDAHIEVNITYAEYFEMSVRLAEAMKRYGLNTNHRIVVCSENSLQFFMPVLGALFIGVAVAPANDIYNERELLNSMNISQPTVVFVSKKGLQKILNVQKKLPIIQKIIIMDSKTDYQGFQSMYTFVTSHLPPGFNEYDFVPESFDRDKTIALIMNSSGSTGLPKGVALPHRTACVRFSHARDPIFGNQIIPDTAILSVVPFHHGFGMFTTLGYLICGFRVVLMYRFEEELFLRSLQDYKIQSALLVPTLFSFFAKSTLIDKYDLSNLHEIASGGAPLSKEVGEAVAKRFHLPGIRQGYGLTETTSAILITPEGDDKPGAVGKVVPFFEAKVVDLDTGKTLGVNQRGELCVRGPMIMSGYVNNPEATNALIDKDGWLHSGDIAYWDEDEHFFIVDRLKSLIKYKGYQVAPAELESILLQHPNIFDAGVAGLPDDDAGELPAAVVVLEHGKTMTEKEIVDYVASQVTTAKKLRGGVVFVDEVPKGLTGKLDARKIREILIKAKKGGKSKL
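Assay system: Luciferase/luciferin detection reagent, cell-free biochemical luciferase assay / Read-out: luciferase activation / Benchmarks: No-ATP low control, compound-free enzyme-plus-ATP high control / Medium: PBS buffer for ATP / Detection: luminescence measurement of luciferase light output / Schedule: 10 min at ambient temperature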
STAT1 act: STAT1 signaling activators, primary screen, cell-based, HTS, luciferase reporter; NIH 3T3 STAT1-luciferase reporter, IFN-gamma, luminescence; 100% = IFN-gamma alone, no compound; activation (% of control), % at 5.5 µM; actives 2.6% (n = 200,000); AID 932, 2007;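 active = activation above the screen-wide mean activation plus 3 SD, cut at about 130% in these data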;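 also: raw ratio to IFN-gamma control signal so 100% means no change and 0% no light; values of inactives mirror those of a sister screen read the other way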
Hsp70 activator: Hsp70 transcriptional activators, primary screen, cell-based, HeLa, Hsp70 promoter luciferase, luminescence, 10 µM; HeLa Hsp70 promoter luciferase reporter; scaled: vehicle 0, proteasome-inhibitor control 100%; activation, % at 10 µM; actives 0.04% (n = 200,000);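 active = activation above the mean across all tested compounds plus 3 SD, cutoff set per campaign, cut at about 5.5% in these data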;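 also: 100% = MG132 at 30 µM as the positive control and 0% = DMSO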
FLuc inhib CS: firefly luciferase enzyme inhibitors, primary screen, artefact control for luciferase-based inhibitor screens, biochemical, luminescence, ATPLite. 10 min. inhibition, % at 10 µM. actives 1.5% (n = 200,000). AID 1006, 2008;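 active = inhibition above about 50% when tested at 10 µM, limit read from the data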
Active calls of the source: *.

Structure,G6PDH CS,APP transl inh,NF-kB neuron act,DTT redox prof,HMGR II inh,APP 5'UTR act,FLuc act counter,STAT1 act,Hsp70 activator,FLuc inhib CS
Cc1ccc(C(=O)N/C(=C\c2cn(-c3ccccc3)nc2-c2ccccc2)C(=O)N2CCOCC2)cc1,4,-20,0.85,1.9,-3,20,1,96,-0.3,-5
COC(=O)c1ccc(N/N=C/c2cc([N+](=O)[O-])cc(OC)c2O)cc1,13,-6,1.2,0.2,0,6,1,100,0.1,-1
Cc1ccc(S(=O)(=O)Cc2ccc(C(=O)OCc3ccccc3)cc2)cc1,-1,4,1.2,-0.1,2,-4,1,104,-0.1,-4
O=C(NC1=NCCS1)c1ccc2c(c1)C(=O)N(Cc1ccco1)C2=O,7,-5,1.1,0.9,2,5,1,100,0.1,1
CCOc1ccccc1NC(=O)c1cccc2c1C(=O)N(CCOC)C2,-8,-6,0.85,-0.6,-2,6,1.1,93,-0.2,-6
CCCn1c(SCC(=O)NCCc2ccc(Cl)cc2Cl)n[nH]c1=O,4,0,1.1,1.5,-4,0,1.1,93,0.0,-6
CCOc1ccc(OCC)c(S(=O)(=O)N2CCOCC2)c1,8,-7,1.6,-0.3,-2,7,1.1,93,0.4,-9
COC(=O)CC1c2cc(OC)c(OC)cc2CC(=O)c2cc(OC)c(OC)cc21 (configuration not stated),19,-17,1.2,0.2,-3,17,1.1,96,-0.2,-10
CC(=O)Cn1c(CN2CC(C)CC(C)C2)nc2c1c(=O)n(C)c(=O)n2C (configuration not stated),5,-5,1.4,-2.3,-2,5,1,100,-0.1,-5
Cc1ccccc1OCCCCn1cnc2ccccc21,0,-22,1.1,-0.1,-5,22,1,93,-0.4,1
C/C(=N\N=c1/sc2ccccc2n1C)c1ccccn1,-3,-60,2,0.7,-7,60,0.9,142*,0.0,12
Cc1oc(-c2cccc(C(F)(F)F)c2)nc1CN1CCC[C@H]1CO,6,-9,1,-0.4,2,9,1,101,-0.2,-3

Of the compounds above, these contain a carbonyl joined to an NH by a bond outside any ring:
Structure,G6PDH CS,APP transl inh,NF-kB neuron act,DTT redox prof,HMGR II inh,APP 5'UTR act,FLuc act counter,STAT1 act,Hsp70 activator,FLuc inhib CS
Cc1ccc(C(=O)N/C(=C\c2cn(-c3ccccc3)nc2-c2ccccc2)C(=O)N2CCOCC2)cc1,4,-20,0.85,1.9,-3,20,1,96,-0.3,-5
O=C(NC1=NCCS1)c1ccc2c(c1)C(=O)N(Cc1ccco1)C2=O,7,-5,1.1,0.9,2,5,1,100,0.1,1
CCOc1ccccc1NC(=O)c1cccc2c1C(=O)N(CCOC)C2,-8,-6,0.85,-0.6,-2,6,1.1,93,-0.2,-6
CCCn1c(SCC(=O)NCCc2ccc(Cl)cc2Cl)n[nH]c1=O,4,0,1.1,1.5,-4,0,1.1,93,0.0,-6

(further entries)
Structure,G6PDH CS,APP transl inh,NF-kB neuron act,DTT redox prof,HMGR II inh,APP 5'UTR act,FLuc act counter,STAT1 act,Hsp70 activator,FLuc inhib CS
CCCc1nn(CCc2ccccn2)c(N)c1CC,-6,-6,0.94,-0.2,0,6,1.1,95,-0.4,-7
O=C(COc1ncnc2ccccc12)N1CCN(C(=O)c2ccco2)CC1,-2,-8,1.2,-2.3,-8,8,1.1,104,0.0,-10
O=C(c1ccc(S(=O)(=O)c2ccccc2)cc1)N1CCc2ccccc2C1,6,4,0.9,0.0,-2,-4,1,101,-0.2,-4
CCOc1ccc(-c2nnn(CCC#N)n2)cc1OC,6,-1,1.4,-0.1,-2,1,1.1,100,-0.3,-8
CCOC(=O)N1CCN(S(=O)(=O)c2ccc(OCC(=O)OC)cc2)CC1,-4,9,1,2.0,-4,-9,1.1,99,-0.2,-8
Cc1ccc(NC(=O)c2sc(N)nc2-c2ccccc2)cc1C,0,6,0.81,-1.9,-6,-6,1,103,-0.3,-2
c1ccc(CCNc2ccnc3cc4ccccc4cc23)cc1,12,22,0.72,-0.4,-3,-22,1,92,0.0,1
CCc1ccc(S(=O)(=O)c2n[nH]n3c2nc(=O)c2ccccc23)cc1,-5,-4,1,-1.8,-2,4,1.1,101,0.2,-6
CN(CC(=O)O)c1ccc(C(F)(F)F)cc1[N+](=O)[O-],9,-9,1.2,-0.4,6,9,1,102,0.1,-3
CCNC(=O)NC(=O)C(C)OC(=O)C1CCN(S(=O)(=O)c2ccc(C)c(C)c2)CC1 (configuration not stated),5,24,0.96,0.0,5,-24,1,108,-0.3,-3
CCCCN(C)C(=O)C1CCN(CCCc2ccccc2)CC1,7,-2,0.91,0.9,-3,2,1.1,96,0.1,-7
O=C(NCCCCNC(=O)c1cccnc1)c1cccnc1,0,6,1,-3.3,-6,-6,1.1,98,-0.3,-9

In a second layout: 5 of the compounds above
Every second line gives: G6PDH CS, APP transl inh, NF-kB neuron act, DTT redox prof, HMGR II inh, APP 5'UTR act, FLuc act counter, STAT1 act, Hsp70 activator, FLuc inhib CS
c1ccc(CCNc2ccnc3cc4ccccc4cc23)cc1
    12, 22, 0.72, -0.4, -3, -22, 1, 92, 0.0, 1
CCc1ccc(S(=O)(=O)c2n[nH]n3c2nc(=O)c2ccccc23)cc1
    -5, -4, 1, -1.8, -2, 4, 1.1, 101, 0.2, -6
CN(CC(=O)O)c1ccc(C(F)(F)F)cc1[N+](=O)[O-]
    9, -9, 1.2, -0.4, 6, 9, 1, 102, 0.1, -3
CCNC(=O)NC(=O)C(C)OC(=O)C1CCN(S(=O)(=O)c2ccc(C)c(C)c2)CC1 (configuration not stated)
    5, 24, 0.96, 0.0, 5, -24, 1, 108, -0.3, -3
CCCCN(C)C(=O)C1CCN(CCCc2ccccc2)CC1
    7, -2, 0.91, 0.9, -3, 2, 1.1, 96, 0.1, -7

Following part:
Structure,G6PDH CS,APP transl inh,NF-kB neuron act,DTT redox prof,HMGR II inh,APP 5'UTR act,FLuc act counter,STAT1 act,Hsp70 activator,FLuc inhib CS
CC(C)CCNC(=S)Nc1ccc(Br)cc1,11,-28,1.5,0.2,-2,29,1,110,0.2,-1
Cc1ccc(C(=O)NC2CC(C)(C)NC(C)(C)C2)cc1C,16,2,1.2,0.0,-1,-2,1,97,0.1,1
COc1ccc(S(=O)(=O)N2CCSC2c2ccccc2)cc1 (configuration not stated),-11,2,1,-1.6,-1,-2,1.1,97,0.0,-5
O=C(Nc1nc(-c2nc3ccccc3s2)cs1)c1ccco1,1,-16,1.3,0.1,-6,16,1,106,0.4,2
CSc1nnc(-c2cccc(NC(=S)NN)c2)o1,-2,25,0.5,0.3,-6,-25,1.1,99,-0.2,-6
COc1ccc(N2C(=O)CCC2=O)cc1,-1,4,0.92,1.1,0,-4,1,93,0.0,-4
O=C(c1ccccc1)N1CCC(O)(c2ccc3c(c2)OCO3)CC1,5,-12,1.1,1.4,-3,13,1.1,101,-0.3,-9
O=C(c1ccccc1)N1CCN2C(=O)c3ccccc3C12c1ccc(Cl)cc1 (configuration not stated),-3,-7,1.8,0.3,-9,7,1,76,-0.3,-5
Cn1nc(C(=O)OCC(=O)Nc2ccc3ccccc3c2)c2ccccc2c1=O,1,11,1.2,-0.2,1,-11,1,98,0.0,0
O=C(N/N=C/c1c(O)ccc2ccccc12)c1cccc(C(F)(F)F)c1,-12,79*,0.71,-0.5,2,-79,1,101,-0.4,-1
N#CC1=C(N)C(C#N)(C#N)C(c2cccnc2)C2CN(C(=O)OCc3ccccc3)CC=C12 (configuration not stated),-1,9,1,0.3,-6,-9,1.1,82,0.1,-9
Cc1c(NC(=O)C(C)OC(=O)CC2CC3CCC2C3)c(=O)n(-c2ccccc2)n1C (configuration not stated),2,-25,0.94,-1.4,0,25,1.1,99,0.0,-7
COc1ccc(NC(=O)C2CCCN(S(=O)(=O)c3c(C)[nH]c(=O)[nH]c3=O)C2)cc1 (configuration not stated),4,3,1.2,-4.5,-7,-3,1,89,-0.1,-5
CCN(CC)CC(=O)Nc1nn(-c2ccccc2)nc1C(N)=O,2,-6,0.92,1.8,-3,6,1,98,0.7,-2
CCOC(=O)N1CCN(Cc2c(NC(=O)c3ccco3)sc(C)c2C)CC1,-7,-5,1.2,-0.1,1,5,0.9,99,-0.3,7
Cc1ccc(Cn2nc(-c3ccccc3)nc2-c2ccccc2)cc1,3,-1,2.3,1.4,-2,1,1,119,-0.2,-4
S=C(NCCc1ccccn1)Nc1ccccc1Cl,13,5,1.2,-0.9,-2,-5,1,93,0.0,-1
COc1ccc(NC(=O)Nc2c(C)n(C)n(-c3ccccc3)c2=O)cc1,-7,-38,1.2,-0.2,-10,38,1.1,109,-0.1,-6
N/C(=N\N=C\c1cccc(O)c1)c1nonc1N,0,-155,8.7*,-1.7,-6,155*,0.6,105,0.0,40
CCCOc1ccc(C(=O)NC(=S)Nc2nc(C)c(C(=O)N(C)C)s2)cc1,0,19,1.3,0.2,-5,-19,1,107,-0.3,0
Cc1ccc(NC(=O)c2onc(C)c2Cl)cc1,-1,-96,3.1,-1.7,1,96,0.9,126,-0.2,9
COCCSc1nc2c(c(=O)[nH]c(=O)n2C)n1CCC(C)C,7,-25,0.9,-0.9,1,25,1,100,-0.2,-2
Cc1nn(C)c(C)c1CN(C)S(=O)(=O)c1ccc(F)cc1,8,19,1.5,0.2,-1,-19,1.1,86,-0.1,-8
CC(=O)N(C(C)=O)c1c(N2CCCC2)c2ccccc2oc1=O,14,7,1.2,0.6,0,-7,1,102,-0.3,-4
O=C(NCc1ccccc1)C1=C[C@@H](c2ccccc2)C[C@@H](OCc2ccc(CO)cc2)O1,26,-6,0.95,0.7,3,6,1,94,-0.3,-2
COc1cc(NC(=S)NCCc2c[nH]c3ccccc23)c(OC)cc1Cl,7,-17,1.4,-0.4,0,17,1,103,-0.2,2
Cc1c(NS(=O)(=O)c2ccc3c(c2)Cc2ccccc2-3)c(=O)n(-c2ccccc2)n1C,5,-4,0.92,1.5,14*,4,1.1,102,0.0,-6
COc1ccc(-c2cc(C(=O)NNC3=NCCC3)c3c(C)nn(-c4ccccc4)c3n2)cc1,0,-12,1.2,-2.1,-6,12,1,106,-0.2,1
Cn1c(=O)c2c(ncn2CC(=O)N2CCCc3ccccc32)n(C)c1=O,1,-5,0.92,0.0,-3,5,1,93,-0.2,0

Screens: PubChem BioAssay, several laboratories
